# Source: PubChem BioAssay (several laboratories)
# Cdc25B inh: human M-phase inducer phosphatase 2 inhibition. 65,000 tested, 0.1% active. inhibition, %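 (compounds tested at 10 µM final in the well)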. recombinant Cdc25B, OMFP fluorescence Ex485/Em525; in the data active = inhibition above about 50%
# AP ELISA ortho: alternative pathway complement inhibition, orthogonal assay | 62,000 tested, 0.08% active | inhibition, % at 5 µM | Human serum alternative complement pathway, LPS-coated ELISA, C3 deposition; tested in compound mixtures;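 active = inhibition above 30% in each of the two pooled mixtures holding the compound, so the lower value exceeds 30%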;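 also: 0% = serum in Mg-EGTA without compound and 100% = EDTA serum blank; some compounds past the cut are filed as inactive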
#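 Test system: human serum complement alternative pathway, C3 deposition onto LPS / Medium: Mg2+-EGTA GVB++ buffer containing human serum at 1:15 dilution / Probe or stimulus: Plate-bound LPS / Times: 1 h at 37 °C / Signal: ELISA with HRP anti-human C3 antibody, TMB substrate, absorbance 450 nm / Measure: percent inhibition / Repeats: two pool placements per compound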
# MKP-1 inh: inhibitors of human MKP-1 phosphatase | 65,000 tested, 0.15% active | recombinant MKP-1, OMFP hydrolysis fluorescence | inhibition, %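 (compounds tested at a single concentration somewhere between 10 and 100 µM)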 | P28562;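 active = inhibition above about 50%, limit read from the data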;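 also: 0% = DMSO max control wells and 100% = wells with enzyme stopped by NaOH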
# Hsp90 block: displaces geldanamycin probe from tumor Hsp90. P07900. NCI-N417 lysate Hsp90, Cy3B-geldanamycin FP displacement. inhibition, % at 30 µM. 64,000 tested, 0.35% active. AID 429;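 active = inhibition above 50%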;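 also: 0% = tracer plus lysate wells and 100% = tracer alone without lysate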
# D1 mod: D1 dopamine receptor (human) allosteric modulation. P21728. HEK293 D1, CRE-luciferase, dopamine EC30 potentiation; actives deviate in either direction. B-score at 10 µM. 58,000 tested, 5.9% active. AID 641;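 active = luminescence count or its row- and column-corrected plate score outside the 99.7% band of the plate's sample wells, on either side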
# tolC growth inh: growth inhibitors of E. coli BW25113 tolC mutant | OD615 | growth inhibition, % at 10 µM (by protocol) | 65,000 tested, 2.2% active;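 active = growth inhibition at or above a cutoff equal to the mean over every tested compound plus 3 SD, cut at about 60% in these data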;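 also: growth measured after 20 h incubation at 37 °C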
#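 Material: E. coli BW25113 ΔtolC::kan, tolC deletion mutant strain. Measure: percent growth inhibition. Schedule: 37 °C, 20 h exposure. Doses: single-point testing at 10 µM. Signal: A615 absorbance measurement. Buffer or medium: kanamycin-containing LB broth (50 µg/mL).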
# CatB block: human cathepsin B inhibition | P07858 | purified cathepsin B, fluorogenic substrate, fluorescence | inhibition, %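 (tested at 10 µM)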 | 63,000 tested, 0.1% active | AID 453; in the data active = inhibition above about 21%;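 also: 0% = enzyme with no compound and 100% = no enzyme blank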
# Ec RNAP inh: inhibitors of Escherichia coli RNA polymerase; 62,000 tested, 0.2% active; inhibition, %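 (tested at 10 µM)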; AID 559; E. coli RNA polymerase, fluorescence transcription assay; P0A8V2; in the data active = inhibition above about 20%;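 also: 0% = enzyme without compound and 100% = no enzyme blank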
# Target sequence (P0A8V2 whole entry, looked up): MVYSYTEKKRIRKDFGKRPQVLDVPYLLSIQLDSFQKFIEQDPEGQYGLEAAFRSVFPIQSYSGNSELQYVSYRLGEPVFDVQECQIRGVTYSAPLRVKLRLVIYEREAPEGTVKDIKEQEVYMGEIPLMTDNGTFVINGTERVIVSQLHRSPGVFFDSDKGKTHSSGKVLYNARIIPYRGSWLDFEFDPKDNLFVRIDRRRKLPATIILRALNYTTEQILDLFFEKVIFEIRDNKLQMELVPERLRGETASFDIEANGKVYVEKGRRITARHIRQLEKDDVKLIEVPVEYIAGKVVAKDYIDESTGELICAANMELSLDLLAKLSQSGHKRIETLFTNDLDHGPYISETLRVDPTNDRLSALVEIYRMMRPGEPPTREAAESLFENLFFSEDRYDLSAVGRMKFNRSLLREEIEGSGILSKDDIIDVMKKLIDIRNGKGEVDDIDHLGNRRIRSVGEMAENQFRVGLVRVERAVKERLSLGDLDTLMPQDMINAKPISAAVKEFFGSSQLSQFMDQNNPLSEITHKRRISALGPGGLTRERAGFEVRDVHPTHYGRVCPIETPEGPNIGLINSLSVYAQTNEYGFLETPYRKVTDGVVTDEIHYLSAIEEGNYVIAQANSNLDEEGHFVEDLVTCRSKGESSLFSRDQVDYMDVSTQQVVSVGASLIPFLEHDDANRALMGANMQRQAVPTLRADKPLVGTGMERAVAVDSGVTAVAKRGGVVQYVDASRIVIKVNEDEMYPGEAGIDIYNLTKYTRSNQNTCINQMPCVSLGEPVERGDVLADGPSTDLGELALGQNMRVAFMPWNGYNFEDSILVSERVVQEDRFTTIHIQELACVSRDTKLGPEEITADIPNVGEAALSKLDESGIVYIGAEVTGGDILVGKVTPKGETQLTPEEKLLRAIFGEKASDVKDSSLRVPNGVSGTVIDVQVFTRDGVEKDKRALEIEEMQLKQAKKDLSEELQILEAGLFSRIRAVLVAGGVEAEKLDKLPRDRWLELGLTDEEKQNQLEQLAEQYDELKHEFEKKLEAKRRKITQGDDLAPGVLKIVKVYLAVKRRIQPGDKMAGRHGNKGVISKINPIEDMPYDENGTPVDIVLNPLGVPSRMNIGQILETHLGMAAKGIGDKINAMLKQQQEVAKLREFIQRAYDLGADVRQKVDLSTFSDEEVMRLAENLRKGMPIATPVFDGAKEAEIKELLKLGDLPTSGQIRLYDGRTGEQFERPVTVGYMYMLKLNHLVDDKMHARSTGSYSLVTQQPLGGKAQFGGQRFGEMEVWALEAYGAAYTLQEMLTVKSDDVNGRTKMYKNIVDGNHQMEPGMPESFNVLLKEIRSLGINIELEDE
# CatB mixtures: inhibitors of human cathepsin B in compound mixtures; P07858; Purified cathepsin B, AMC dipeptide fluorescence; inhibition, %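 (ten-compound pools at 5 µM per compound and 50 µM total)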; 62,000 tested, 0.06% active; AID 488; in the data active = inhibition above about 22%, passing the limit was not always enough;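 also: 0% = enzyme without compound and 100% = no enzyme blank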
# An asterisk follows results filed as active; . = no result given.
smiles,MKP-1 inh,Cdc25B inh,tolC growth inh,D1 mod,CatB mixtures,Hsp90 block,Ec RNAP inh,CatB block,AP ELISA ortho
O=c1sc2ccccc2n1CCOc1ccccc1,4,-15,23,.,2,.,4,-1,6
CC(C)(C)NC(=O)C(OC(=O)Cn1nnc(-c2ccc(F)cc2)n1)c1ccncc1 (stereo not drawn),-17,-2,-6,-0.78,-2,-3,8,-1,-8
Cc1cc(=O)n2ncnc2n1COCCO,5,2,-10,1.9,1,-1,6,-2,-13
CC(=O)Nc1ccc(S(=O)(=O)N2CCCC2C(=O)O)cc1 (stereo not drawn),4,0,-23,-0.23,.,-1,.,.,.
CCOC(=O)Cc1cc(=O)n2[nH]c(C)c(-c3ccccc3)c2n1,-6,14,0,1.1,8,-2,13,7,1
COC(=O)C(F)(F)Sc1c(C)[nH]c2ccccc12,2,-11,-20,-0.31,-2,-5,-2,2,5
CC1CCCCC1NC(=O)c1cc2c(s1)CS(=O)(=O)C2 (stereo not drawn),-1,0,-2,.,1,-5,2,2,14
Cc1cccc(NC(=O)CSc2nnc(CCCCCNC(=O)OC(C)(C)C)o2)c1C,-7,-4,25,-0.47,1,-13,-5,2,-1
O=C(Cn1cnc2ccccc2c1=O)Nc1ccc2c(c1)OCCO2,25,0,9,-0.5,-1,2,-6,-1,14
COc1oc(-c2ccccc2)nc1C(F)(F)F,4,-1,-7,-0.15,3,-4,7,7,2
COc1ccc(C(=O)NCC(c2cccnc2)N2CCN(c3ccc(F)cc3)CC2)cc1OC (stereo not drawn),12,-19,-3,.,1,-1,5,6,-3
CC(NC(=O)Cc1cccs1)C(c1cccs1)N1CCOCC1 (stereo not drawn),26,-12,-3,-0.77,.,-5,.,.,.
CCn1nnc(NC(=O)COc2ccc(C3CCCCC3)cc2)n1,7,6,56,-1.6,-3,-6,-10,-2,19
COc1ccccc1OCCCc1c(C)n[nH]c1C,2,-11,5,-0.52,3,-1,12,7,12
CCN1CCN(Cc2nc3c(c(=O)n(C)c(=O)n3C)n2C(C)C(C)=O)CC1 (stereo not drawn),9,-5,-20,.,-1,.,-1,-1,14
Cc1cccc(-c2nc(CN3CCCC(C(=O)NC4CCCC4)C3)c(C)o2)c1 (stereo not drawn),14,-17,6,-1.3,-5,-2,-1,-3,10
COc1ccc(C2NC(=O)NC(C)=C2C(=O)Nc2cc(C)ccc2C)cc1OC (stereo not drawn),7,1,-18,-0.091,2,-3,1,5,-3
O=c1[nH]c(CN2CCN(Cc3ccccc3)CC2)nc2sc3c(c12)CCC3,-5,1,2,-0.17,2,-4,7,2,-11
O=C(c1cn[nH]c1)c1cc(F)ccc1O,10,2,-6,.,2,5,5,1,1
COCCCNC(=O)c1c(N)n(-c2ccc3c(c2)OCO3)c2nc3ccccc3nc12,26,2,-3,-0.76,6,-1,-1,7,20
CCCCNC(=O)c1cnc2n(c1=O)CCS2,6,-11,-12,.,-1,0,7,0,10
Cc1ccc(S(=O)(=O)N(CC(=O)N2CCC(C(N)=O)CC2)c2cccc(C(F)(F)F)c2)cc1,5,-5,-2,-0.95,0,-2,1,-2,16
O=C(Cn1nnc(-c2ccccc2)n1)N1CCN(S(=O)(=O)c2ccc(Cl)cc2)CC1,30,-11,14,0.011,-2,-1,-1,2,-1
N#CC1=C(N)C(C#N)(C#N)C2(C(=O)Nc3ccccc32)C2CCCC=C12 (stereo not drawn),11,-1,6,-6.2*,-2,-11,10,2,7
CCc1nccn1S(=O)(=O)c1cc(Br)ccc1OC,13,-4,-10,0.49,3,.,1,-2,15
COc1ccc(CN(CCCN2CCOCC2)C(=O)Nc2cccc(Cl)c2)cc1OC,-15,2,11,.,2,-1,5,0,-3
O=C(Nc1ccc(NC(=O)C23CC4CC(CC(C4)C2)C3)cn1)c1ccco1,10,-12,3,-2,3,1,6,4,3
COc1ccc(C(=O)N(Cc2ccco2)C(C(=O)NC2CCCC2)c2ccc(O)cc2)cc1OC (stereo not drawn),-9,0,-1,0.17,-5,-1,6,2,4
O=CN1Cc2[nH]c3ccccc3c2N(c2ccc(Cl)cc2)C1=O,16,12,-1,9*,5,-25,6,5,24
O=C(NCc1cccnc1)C1c2ccccc2C(=O)N1C1CCCCCCC1 (stereo not drawn),8,-12,4,1.1,-1,0,-7,6,-10
Cc1cc(C)nc(SCNC(=O)c2ccccc2)n1,-1,-5,-5,0.61,.,2,.,.,.
Cc1cc(C(=O)O)c(CSc2ncn[nH]2)o1,-16,20,1,.,3,-5,10,1,9
Cc1nn(Cc2ccc(Cl)cc2)c(C)c1NC(=O)C1CC=CCC1C(=O)O (stereo not drawn),0,20,-24,-1.1,3,1,1,3,3
Cc1cc(NC(=O)CSc2nnc3c4c(C)c(C)sc4ncn23)no1,10,-7,9,.,4,-5,7,1,12
CCCn1c(OC)nc2c1c(=O)n(C)c(=O)n2C,-7,-5,-11,-0.61,-1,-1,-2,9,9
Cn1c(=O)c2c(nc(N3CCOCC3)n2C)n(C)c1=O,-1,-2,-17,-0.37,0,-3,10,2,11
Cc1sc2nc(C3CC3)nc(N3CCN(S(=O)(=O)c4ccc(F)cc4)CC3)c2c1C,9,11,26,1.2,4,-3,6,1,15
O=c1[nH]cnc2c1oc1ccccc12,3,-15,-2,0.051,4,-4,6,7,9
COC(=O)c1ccc(NC(=O)CN2CCN(S(=O)(=O)c3cc(Cl)ccc3OC)CC2)cc1,-1,-16,9,0.054,0,-5,7,6,5
Cc1[nH]nc(-c2ccc(O)cc2O)c1Oc1ccccc1,-21,12,4,.,.,21,9,4,.
CSc1ncccc1C(=O)OCc1ccccc1F,-3,-7,4,10*,0,2,-6,3,-17
CCOC(=O)c1sc(NC(=O)COC(=O)c2ccco2)nc1C,11,0,6,-0.044,-3,1,2,0,17
O=P(C1=C(N2CCOCC2)/C(=C\c2ccccc2)CC1)(N1CCOCC1)N1CCOCC1,28,1,6,0.048,4,0,4,9,-20
Cc1ccc(NC(=O)CS(=O)CC(=O)NCC2OCCc3ccccc32)c(C)c1 (stereo not drawn),7,-1,-1,-0.0064,12,-1,-2,1,-17
CCN(CC)CCN1C(=O)C(=O)/C(=C(/O)c2cccc(OC)c2)C1c1ccccn1 (stereo not drawn),-16,-3,-16,-1.1,-8,-12,10,3,7

# Reprinted from the part before: six entries, followed by the next part.
smiles,MKP-1 inh,Cdc25B inh,tolC growth inh,D1 mod,CatB mixtures,Hsp90 block,Ec RNAP inh,CatB block,AP ELISA ortho
Cc1[nH]nc(-c2ccc(O)cc2O)c1Oc1ccccc1,-21,12,4,.,.,21,9,4,.
CSc1ncccc1C(=O)OCc1ccccc1F,-3,-7,4,10*,0,2,-6,3,-17
CCOC(=O)c1sc(NC(=O)COC(=O)c2ccco2)nc1C,11,0,6,-0.044,-3,1,2,0,17
O=P(C1=C(N2CCOCC2)/C(=C\c2ccccc2)CC1)(N1CCOCC1)N1CCOCC1,28,1,6,0.048,4,0,4,9,-20
Cc1ccc(NC(=O)CS(=O)CC(=O)NCC2OCCc3ccccc32)c(C)c1 (stereo not drawn),7,-1,-1,-0.0064,12,-1,-2,1,-17
CCN(CC)CCN1C(=O)C(=O)/C(=C(/O)c2cccc(OC)c2)C1c1ccccn1 (stereo not drawn),-16,-3,-16,-1.1,-8,-12,10,3,7
O=C(Nc1ccc(C(=O)Oc2ccccc2)c(O)c1)c1ccco1,11,-21,31,-0.96,4,-3,7,3,-5
CCN(CC)C(=O)c1sc2nc(-c3cccs3)cc(-c3cccs3)c2c1N,-17,-1,21,0.0067,0,-3,8,-4,-3
CC(C)OC(=O)c1cc(=O)[nH]c2ccccc12,0,7,-4,4,-10,-1,6,-1,2
CSc1ccc(S(=O)(=O)NCc2ccccc2Cl)cc1,11,-8,48,2.1,-4,-5,3,2,13
CCc1nnc(NC(=O)c2cc3c(s2)CCCCC3)s1,15,-9,0,-2.4*,3,-5,10,3,-3
COc1cccc(CC(=O)Nn2c(C)nc3ccccc3c2=O)c1,-6,-4,-10,-0.082,3,-2,5,3,5
Cc1cc(C)cc(N(CC(=O)NCC2CCCO2)C(=O)CN2C(=O)COc3ccccc32)c1 (stereo not drawn),5,17,-1,0.26,-3,-2,-5,-4,29
COc1cccc(-c2nc(N3CCN(Cc4ccccc4)CC3)c3ccccc3n2)c1O,-14,-26,4,.,.,3,11,2,.
Cc1onc(-c2ccccc2Cl)c1C(=O)Nc1cccnc1,-5,-12,-13,0.91,4,-1,3,2,10
Cc1ccc(NC(=O)N2CCC(C(=O)NCCC3=CCCCC3)CC2)cc1,-6,-3,-23,0.31,-1,0,-4,1,13
CCOc1ccc(/C(O)=C2/C(=O)C(=O)N(CCN(CC)CC)C2c2ccco2)cc1 (stereo not drawn),-4,14,8,-0.7,.,-5,4,1,.
O=C(CSc1nnnn1-c1ccccc1)CSc1nnnn1-c1ccccc1,4,-13,31,0.45,-1,-1,7,2,7
CCCCN1C(=O)C(O)(CC(=O)c2ccccc2OC)c2ccccc21 (stereo not drawn),7,-8,6,-0.89,0,-3,0,-3,6
Cc1ccccc1NC(=O)CN1C(=O)COc2ccc(Cl)cc21,7,-9,-2,-1.5,6,0,9,-3,20
O=C(NCc1cccs1)c1cccnc1C(=O)O,7,3,-9,0.86,1,-2,6,1,11
O=C(CCNC(=O)Cn1ccc2ccccc2c1=O)NCCN1CCN(c2ccccc2F)CC1,2,20,-15,-2.2,4,-3,-2,-2,16
Cc1cc(C)cc(N(CC(=O)NC2CCCCC2)C(=O)CCC(=O)Nc2cc(C)ccn2)c1,15,6,-4,0.58,6,-4,-3,7,-15
O=C(Nc1c(C(=O)N2CCOCC2)cnn1-c1ccccc1)c1ccco1,20,-5,-21,.,-1,2,8,-1,1
Cc1ccc(C(=O)NCc2ccc(Cl)cc2)o1,-1,-9,38,0.82,-9,-10,9,4,-1
NC(=O)CN1C(=O)C2CCCCN2C(=O)c2ccccc21 (stereo not drawn),-3,4,-14,0.16,-2,-1,2,3,11
O=C(OCC(O)CN1CCCCC1)C12CC3CC(CC(C3)C1)C2 (stereo not drawn),-16,-4,-3,-0.44,2,2,-6,2,-5
COc1ccc(-c2nc(CS(=O)CC(=O)NCc3ccccn3)c(C)o2)cc1 (stereo not drawn),0,2,-17,-1.3,-4,71*,1,-4,5
CCOC(=O)C1CCCN(c2c(NCCCN(CC)c3cccc(C)c3)c(=O)c2=O)C1 (stereo not drawn),11,3,18,.,6,8,5,-7,12
O=C(Nc1ccccc1)c1ccc2nc(-c3ccco3)c(-c3ccco3)nc2c1,59*,45,20,-0.019,6,-20,14,6,2
CCOc1cc(/C=N/n2cnnc2)c(Br)cc1O,-7,-8,10,.,9,-7,1,5,16
Cc1nc2ccc(NC(=O)N3CCCCC3)cc2s1,3,-3,-5,-1.8,-6,1,-5,0,-14
COc1ccccc1N1CCN(c2cc(=O)n(-c3ccc(Cl)cc3)c(=O)[nH]2)CC1,9,-9,-8,-2.6,-2,-2,8,0,7
O=C(COc1ccc2c(c1)OCO2)NC12CC3CC(CC(C3)C1)C2,3,-9,25,0.46,0,1,-4,2,-11
COC(=O)NCCOC(=O)N(O)c1ccc(Br)cc1,-1,-10,0,.,0,8,3,-2,23
